Screens: PubChem, The Scripps Research Institute Molecular Screening Center
IDE inh: inhibits human insulin-degrading enzyme in HEK cells | P14735 | FAbetaB cleavage, fluorescence polarization | actives 0.41% (n = 320,000) | inhibition, % at 5.59 µM;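 active = percent inhibition above the average of all tested compounds plus 3 SD, set per screening campaign, cut at about 16% in these data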;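 also: IDE supplied by intact live HEK cells; FP after avidin binding of uncleaved biotin substrate so inhibition keeps polarization high; 0% = DMSO wells and 100% = 60 µM reference IDE inhibitor Ii1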
Target sequence (P14735 whole entry, looked up): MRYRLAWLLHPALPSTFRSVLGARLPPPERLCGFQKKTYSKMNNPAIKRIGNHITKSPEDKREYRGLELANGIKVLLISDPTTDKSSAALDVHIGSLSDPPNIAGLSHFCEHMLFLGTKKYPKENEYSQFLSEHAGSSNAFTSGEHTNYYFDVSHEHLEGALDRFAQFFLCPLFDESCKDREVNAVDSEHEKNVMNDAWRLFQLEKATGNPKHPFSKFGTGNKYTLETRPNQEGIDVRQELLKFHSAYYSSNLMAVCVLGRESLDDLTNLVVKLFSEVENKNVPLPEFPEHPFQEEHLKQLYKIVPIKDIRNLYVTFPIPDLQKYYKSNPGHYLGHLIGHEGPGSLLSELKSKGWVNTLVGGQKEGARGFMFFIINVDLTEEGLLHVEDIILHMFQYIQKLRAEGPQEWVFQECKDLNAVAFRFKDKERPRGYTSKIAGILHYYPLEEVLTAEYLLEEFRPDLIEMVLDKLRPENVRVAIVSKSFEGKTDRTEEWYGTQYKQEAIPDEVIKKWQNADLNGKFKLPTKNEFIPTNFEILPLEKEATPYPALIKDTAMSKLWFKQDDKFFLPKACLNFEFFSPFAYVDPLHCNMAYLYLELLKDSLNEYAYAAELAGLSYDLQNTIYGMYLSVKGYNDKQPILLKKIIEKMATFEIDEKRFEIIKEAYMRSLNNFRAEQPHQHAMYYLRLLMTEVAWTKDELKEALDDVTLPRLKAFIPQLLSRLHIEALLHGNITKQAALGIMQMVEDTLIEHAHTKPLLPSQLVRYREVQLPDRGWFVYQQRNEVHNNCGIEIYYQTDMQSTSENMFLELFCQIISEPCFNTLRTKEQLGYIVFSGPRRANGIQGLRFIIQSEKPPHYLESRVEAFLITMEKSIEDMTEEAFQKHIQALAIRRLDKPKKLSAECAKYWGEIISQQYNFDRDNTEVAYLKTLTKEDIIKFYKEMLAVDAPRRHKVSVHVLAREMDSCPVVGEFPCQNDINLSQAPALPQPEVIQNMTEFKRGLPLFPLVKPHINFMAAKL
IDE act: activators of human insulin-degrading enzyme in cells. HEK cells, FAbeta-B cleavage, fluorescence polarization; 0% vehicle, 100% cell-free pure enzyme wells. activation, % at 5.96 µM. actives 0.073% (n = 340,000). AID 493087;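 active = activation above the mean of all tested compounds plus 3 SD, set per screening campaign, cut at about 17% in these data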
Active calls of the source: *. Only part of the results is shown; count on the stated rates, not on these rows.

Under each structure – IDE inh	IDE act
O=C(CCc1ccccc1)NNC(=O)c1ccncc1
  4	1
CC(OC(=O)c1cc(Br)ccc1O)C(=O)NCc1ccc2c(c1)OCO2 (stereo unspecified)
  0	-1
COC(=O)C1(Cc2cc(-c3ccc([N+](=O)[O-])cc3)no2)CCN(C(=O)OC(C)(C)C)CC1
  1	2
CC(OC(=O)C1CC1)C(=O)Nc1cc(Cl)cc(Cl)c1 (stereo unspecified)
  5	5
COc1ccc([C@@H]2CC=C(C(=O)O)[C@H](c3ccc(Br)cc3)N2S(=O)(=O)c2ccccc2C)cc1
  3	7
CCCc1nc(C)c2c(=O)[nH]c(-c3cc(S(=O)(=O)N4CCN(CC)CC4)ccc3OCC)nn12
  -2	4
Cc1cccc(C)c1NC(=O)C1CC2CCC1C2 (stereo unspecified)
  0	4
NC(=O)c1ccsc1NC(=O)CS(=O)(=O)c1ccc(F)cc1
  3	3
Cc1oc2ccc(O)cc2c1C(=O)c1ccc(Br)cc1
  6	3
Cc1ccc(C)c(S(=O)(=O)Nc2ccc(C(=O)N3CC(C)OC(C)C3)cc2)c1 (stereo unspecified)
  0	3
Cc1ccc(OCC(=O)Nc2cc(S(=O)(=O)N3CCCCC3)ccc2N2CCN(C)CC2)c(C)c1
  -2	-1
CC(C)(C)OC(=O)C[C@@H]1C/C=C\C[C@@H](CC(=O)N[C@H](CO)Cc2ccccc2)C(=O)NC[C@@H](c2ccccc2)OC1=O
  0	-6
Cc1cccc(Nc2nnc(SCC(=O)NC(=O)CN3CCCC3=O)s2)c1
  7	2
O=S(=O)(c1ccc(=S)[nH]c1)N1CCN(Cc2ccccc2)CC1
  0	-12
CC(Oc1cccc(Cl)c1)C(=O)Nc1ccccc1C(=O)N1CCCCC1 (stereo unspecified)
  -9	1
CCN(C[C@H]1N[C@@](Cc2ccccc2)(C(=O)OC)[C@H]2C(=O)N(Cc3ccccc3)C(=O)[C@@H]12)C(=O)Nc1ccc(C)cc1
  1	6
O=C(OCC(=O)c1ccc[nH]1)c1ccc(F)c(S(=O)(=O)N2CCOCC2)c1
  -1	0
C=CCN=C1S/C(=C\N(C)C)C(=O)N1S(=O)(=O)c1ccc(C)cc1
  -1	1
CCOc1ccc(NC(=O)CNc2cccc(S(=O)(=O)N3CCCCCC3)c2)cc1OCC
  4	2
COc1ccc2cc(CCOC3CCCCO3)ncc2c1 (stereo unspecified)
  0	5
Cc1ccc(S(=O)(=O)Nc2cc(Cl)ccc2-n2cncn2)cc1
  7	3
COc1ccc(S(=O)(=O)N2CCCCCC2)cc1NC(=O)CN1C(=O)NC(C)(c2ccc(C)cc2)C1=O (stereo unspecified)
  -1	0
O=C(COC(=O)C1CCCCC1)NCc1ccc(Cl)cc1
  4	3
C#CCOCCOCCOCCNc1nc(N2CCN(C(=O)CCCCCCCCCCNC(=O)[C@@H](CCC(=O)O)n3cc(CCCCCN)nn3)CC2)nc(N2CCN(C(=O)CCCCCCCCCCNC(=O)[C@H](CCCCN)n3cc(C[C@@H](C)CC)nn3)CC2)n1
  5	14
C[C@@H](NC(=O)c1[nH]cnc1C(=O)Nc1ccon1)c1ccccc1
  2	3
O=C(COC(=O)/C=C/c1ccccc1[N+](=O)[O-])Nc1ccc2[nH]c(=O)[nH]c2c1
  -1	3
Cc1ccc(S(=O)(=O)N(CC(=O)Nc2cccc(C(F)(F)F)c2)C(=O)N2CCN(C)CC2)cc1
  1	-1
COc1ccccc1NC(=O)c1cccc(S(=O)(=O)N2CCN(Cc3ccccc3)CC2)c1
  -2	3
CS(=O)(=O)c1ccccc1C(=O)Nc1ccc(S(=O)(=O)N2CCCC2)cc1
  0	3
O=C(Nc1ccccc1)C1=C[C@H](c2ccccc2)C[C@H](OCCCCO)O1
  4	2

4 compounds from above, sorted by their value in IDE act, high to low.
Under each structure – IDE inh	IDE act
C#CCOCCOCCOCCNc1nc(N2CCN(C(=O)CCCCCCCCCCNC(=O)[C@@H](CCC(=O)O)n3cc(CCCCCN)nn3)CC2)nc(N2CCN(C(=O)CCCCCCCCCCNC(=O)[C@H](CCCCN)n3cc(C[C@@H](C)CC)nn3)CC2)n1
  5	14
Cc1ccc(S(=O)(=O)Nc2cc(Cl)ccc2-n2cncn2)cc1
  7	3
COC(=O)C1(Cc2cc(-c3ccc([N+](=O)[O-])cc3)no2)CCN(C(=O)OC(C)(C)C)CC1
  1	2
COc1ccc(S(=O)(=O)N2CCCCCC2)cc1NC(=O)CN1C(=O)NC(C)(c2ccc(C)cc2)C1=O (stereo unspecified)
  -1	0

The list goes on.
Under each structure – IDE inh	IDE act
CCOc1cc(N2CCOCC2)c(OCC)cc1NC(=O)COC(=O)/C=C/c1ccc(OC(F)F)cc1
  -4	6
CCCCn1c(N)c(N(CCOC)C(=O)c2cc(S(=O)(=O)N3CCOCC3)ccc2F)c(=O)[nH]c1=O
  8	-5
COc1ccc(-c2noc(COC(=O)c3ccco3)n2)cc1OC
  2	6
CC(=O)Nc1ccc(NC(=O)COC(=O)Cn2cnc3ccccc32)cc1
  3	9
COc1ccccc1NC(=O)Nc1nc(CC(=O)N2CCN(c3ccccc3)CC2)cs1
  -1	-2
C#CCOCCOCCOCCNc1nc(N2CCN(C(=O)CCCCCCCCCCNC(=O)Cn3cc(CCCCCN)nn3)CC2)nc(N2CCN(C(=O)CCCCCCCCCCNC(=O)Cn3cc(CCCCCN)nn3)CC2)n1
  -2	6
Cn1c(C(=O)OCC(=O)NCc2ccc(F)cc2)cc2occc21
  4	4
CCOc1ccc(NC(=O)CSc2nc(=O)n(CCCN3CCOCC3)c3c2CCC3)cc1
  2	4
Nc1nnc(SCC(=O)Nc2cccc(S(=O)(=O)N3CCCCC3)c2)s1
  0	2
CC(NC(=O)COc1ccccc1)C(=O)N1CCN(c2ccccc2)CC1 (stereo unspecified)
  0	7
O=C(COc1coc(CN2CCN(c3ccccc3)CC2)cc1=O)N1CCc2ccccc21
  0	4
Cc1ccc(C)c(OCCC(=O)OCC(=O)Nc2cccc(S(=O)(=O)N3CCCC3)c2)c1
  4	2
CCOc1ccc(C(=O)CCC(=O)NCC(=O)Nc2c(C)cccc2C)cc1
  -2	5
Cc1ccc(NC(=O)CN(C)C(=O)CSc2nc(C)cc(C)n2)cc1
  -4	4
C[C@@H]1CC[C@@]23COC(=O)C2=CCC[C@@H]3[C@@]1(C)CC/C(=C/CO)CO
  5	3
Cc1nn(C)c(C)c1NS(=O)(=O)c1ccc(Cl)s1
  2	1
CC(OC(=O)Cc1c[nH]c2ccccc12)C(=O)NC1CCCCC1C (stereo unspecified)
  8	-3
O=C(CN1C(=O)NC2(CCc3ccccc32)C1=O)Nc1c(Cl)cccc1Cl (stereo unspecified)
  -4	3
CC1CCCC(NC(=O)CSc2n[nH]c(N)n2)C1C (stereo unspecified)
  2	1
CCCCC1CCC(C(=O)N(C)CC(=O)Nc2cccc(OC)c2)CC1 (stereo unspecified)
  -3	2
O=C(CCc1ccccc1)NCCS(=O)(=O)N1CCN(c2ccccc2)CC1
  7	1
CN(CC(=O)Nc1ccc(Cl)c(C(F)(F)F)c1)C(=O)Cc1ccsc1
  8	3
Cc1cc(C)c(C#N)c(SCC(=O)Nc2cc(C)on2)n1
  0	2
Cc1ccc(N2CC(C(=O)Nc3ccc(S(=O)(=O)N4CCOCC4)cc3)CC2=O)cc1Cl (stereo unspecified)
  1	-2
CSc1ccccc1NC(=O)CN(C)C(=O)C1CC(=O)N(C(C)c2ccccc2)C1 (stereo unspecified)
  2	0
CC(Sc1ncn[nH]1)C(=O)Nc1ccc(Cl)cn1 (stereo unspecified)
  11	0
Cc1noc(C)c1NC(=O)Nc1cccc2c1O[C@H](CN(C)C(=O)Nc1ccccc1)[C@@H](C)CN([C@H](C)CO)C2=O
  2	-3
CC1CN(C(=O)COC(=O)c2cccc(S(=O)(=O)N3CCc4ccccc43)c2)CC(C)O1 (stereo unspecified)
  4	4
O=C(OCCc1cc2ccccc2c(=O)o1)c1cccs1
  3	-4
COc1cc(OC)cc(-c2c(-c3ccc(F)cc3)c3cc(-c4ccc5c(c4)OCCO5)ccc3n2C)c1
  3	1

Profiles, quoted from the list. Values in the order: IDE inh	IDE act
COc1cc(OC)cc(-c2c(-c3ccc(F)cc3)c3cc(-c4ccc5c(c4)OCCO5)ccc3n2C)c1 is entered as 3	1
O=C(CCc1ccccc1)NCCS(=O)(=O)N1CCN(c2ccccc2)CC1 is entered as 7	1
CCOc1ccc(C(=O)CCC(=O)NCC(=O)Nc2c(C)cccc2C)cc1 is entered as -2	5
O=C(COc1coc(CN2CCN(c3ccccc3)CC2)cc1=O)N1CCc2ccccc21 is entered as 0	4

Remaining list, next part:
Under each structure – IDE inh	IDE act
CN(CC(=O)Oc1ccc(-c2nnco2)cc1)S(=O)(=O)c1ccc(F)cc1
  3	5
Cc1cc(C)n2nc(C(=O)NCC(=O)Nc3ccc(F)c(F)c3)nc2n1
  -1	-2
CC1CCCCN1C(=O)COC(=O)CNC(=O)c1ccc(Cl)cc1Cl (stereo unspecified)
  0	3
Cc1cc2nnc(SCC(=O)NCc3ccco3)n2c2ccccc12
  0	1
COc1ccc(NC(=O)CSc2nnc(Cc3ccccc3)c(=O)n2N)cc1
  12	0
CC(=O)Nc1ccc(NC(=O)CSc2nnc(-c3cccs3)n2N)cc1
  -1	-2
CCC(=O)c1ccc(OCC(=O)Nc2ccccc2C(=O)NC2CC2)cc1
  3	2
O=C(CN1C(=O)NC2(CCCc3ccccc32)C1=O)NC1CCCCC1 (stereo unspecified)
  8	2
C=CCNc1nc(C(=O)OCC(=O)c2cccc(Br)c2)cs1
  5	-1
COc1ccc(-c2ccc3c(c2)O/C(=C\c2ccsc2)C3=O)cn1
  -3	3
O=C(N1CCN(S(=O)(=O)c2ccc(Cl)cc2)CC1)n1ccnc1
  7	-1
O=C(CCNC(=O)c1ccc([N+](=O)[O-])cc1)Nc1ccccc1N1CCCCC1
  0	1
O=C(Nc1cc(S(=O)(=O)N2CCOCC2)ccc1Cl)C1CCC1
  5	3
O=C(COc1ccc(-c2nnco2)cc1)Nc1cc([N+](=O)[O-])ccc1F
  -5	1
COc1ccc2nc(-c3ccccc3)nc(C3CCCCC3)c2c1
  3	8
CC1CCCC(NC(=O)CSc2nnc(C(F)(F)F)n2C)C1C (stereo unspecified)
  3	-1
CC(C)CN(C(=O)CSc1ncnc2ccccc12)C1CCS(=O)(=O)C1 (stereo unspecified)
  -1	4
Cc1ccc(S(=O)(=O)Nc2ccc(C(=O)N3CCN(c4ccccc4O)CC3)cc2)cc1[N+](=O)[O-]
  -4	3
CC1(c2nnc(Cc3ccccc3)o2)CC(c2ccc(Br)cc2)=NO1 (stereo unspecified)
  -2	-3
CCOc1ccccc1OCCC(=O)OCC(=O)Nc1c(C)cc(C)cc1C
  -5	-1
COc1cc(C(=O)NC(=S)N2CCN(C)CC2)cc(OC)c1OC
  -2	-4
O=C(NCc1cc(C(F)(F)F)ccc1Cl)c1cccc2c1C(=O)c1ccc(N3CCCCC3)cc1S2(=O)=O
  7	3
O=C(NCCCN1CCCC1=O)C1CCN(S(=O)(=O)c2c(Cl)cccc2Cl)CC1
  0	-1
CCCCC1CCC(C(=O)N(CC(C)C)c2c(N)n(CCCC)c(=O)[nH]c2=O)CC1 (stereo unspecified)
  -9	9
CCN1CCN(c2ccc(N3CCN(S(=O)(=O)c4cc([N+](=O)[O-])ccc4C)CC3)nn2)CC1
  -4	-1
COc1ccccc1OCCNC(=O)CNC(=O)c1ccc2c(c1)OCO2
  1	2
N#CC1(NC(=O)CSc2nc3ccc([N+](=O)[O-])cc3s2)CCCCC1
  -2	-1
CC(C)(C)OC(=O)C[C@H]1C/C=C\C[C@@H](CC(=O)N[C@H](CO)Cc2ccccc2)C(=O)N2CCC[C@H]2COC1=O
  -2	0
Cc1ccccc1NC(=O)CCC(=O)N/N=C/c1ccncc1
  -1	8
CCCCc1nnc(NC(=O)Cc2ccc(S(=O)(=O)N3CCOCC3)s2)s1
  3	3

Next structures:
Under each structure – IDE inh	IDE act
COCCN(C(=O)c1cc2c(s1)CCCCC2)c1c(N)n(CC(C)C)c(=O)[nH]c1=O
  0	0
CCCCC1(Br)C(=O)N(c2ccccc2)N(c2ccccc2)C1=O
  7	-5
O=C(Nc1ccc(Br)cc1)C1CCCN(C2=NS(=O)(=O)c3ccccc32)C1 (stereo unspecified)
  1	-3
CSCCC(NC(=O)COc1ccccc1)C(=O)N1CCC(C(N)=O)CC1 (stereo unspecified)
  -3	2
O=C(COC(=O)CCc1nc2ccccc2c(=O)[nH]1)Nc1ccccc1OC(F)F
  6	1
Cc1nc2ccc(NC(=O)CSc3ccccc3)cc2s1
  4	3
CCN(CC(=O)Nc1ccc(NC(C)=O)cc1)C(=O)c1ccccc1SCC(=O)N1CCCC1
  0	-1
CCN(CC(=O)Nc1ccc2c(c1)OCCO2)CC(=O)Nc1ccc(C)c([N+](=O)[O-])c1
  1	4
